Assay outcomes from PubChem BioAssay.
ERK EGF inh: qHTS Assay for Inhibitors of the ERK Signaling Pathway using a Homogeneous Screening Assay; Stimulation with EGF; HEK293-V1b, EGF-stimulated phospho-ERK AlphaScreen; Potency, µM (series often up to 11.5 µM), inactives show at the highest dose activity change, negative = inhibition, actives largely listed as inhibitors; 0.41% of 130,000 active; active = well fitted inhibition curve with a large enough effect; inconclusive = small, poorly fitted or top-dose-only effect, or effect the other way;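 note: plate controls were stimulated vehicle wells for no effect and unstimulated vehicle basal for full effect; nearly all actives have a fitted effect of over 55% in size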
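In this qHTS, HEK293 cells with stable type-1 vasopressin (V1b) receptor were exposed to compound at 37C for 30 min, stimulated 5 min with EGF at 25 nM, lysed, and probed for phospho-ERK by AlphaScreen.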
Starred values were filed as active, the others as inactive; ? = inconclusive; [ ] = remark or other dose. Potency is the fitted concentration of half-maximal effect.

The first 5 compounds as a preview:
ERK EGF inh	SMILES
-4.8%	CC(CSc1nnnn1-c1ccccc1)Cn1c(N2CCN(C)CC2)nc2c1c(=O)[nH]c(=O)n2C (configuration not stated)
-4.1%	CCn1c(SCc2nc3ccccc3c(=O)[nH]2)nnc1C(C)NC(=O)c1ccccc1 (configuration not stated)
-10.2%[57.5 µM]	COc1ccc(/C=C/c2nnc(NC(C)=O)s2)cc1
0.8%[57.5 µM]	NC(=O)C1=C[C@H](C2CCCCC2)C[C@H](OCc2ccc(CO)cc2)O1
20.2%	CC(C)=CC1C(CO)C1(C)C (configuration not stated)

The listing, previewed entries included:
ERK EGF inh	SMILES
-4.8%	CC(CSc1nnnn1-c1ccccc1)Cn1c(N2CCN(C)CC2)nc2c1c(=O)[nH]c(=O)n2C (configuration not stated)
-4.1%	CCn1c(SCc2nc3ccccc3c(=O)[nH]2)nnc1C(C)NC(=O)c1ccccc1 (configuration not stated)
-10.2%[57.5 µM]	COc1ccc(/C=C/c2nnc(NC(C)=O)s2)cc1
0.8%[57.5 µM]	NC(=O)C1=C[C@H](C2CCCCC2)C[C@H](OCc2ccc(CO)cc2)O1
20.2%	CC(C)=CC1C(CO)C1(C)C (configuration not stated)
-1.4%	Cc1cc(C)n2c(SCC(=O)Nc3ccc(F)cc3F)nnc2n1
-1.2%	O=c1[nH]c(SCc2c(Cl)cccc2Cl)nc2ccccc12
7.0%[57.5 µM]	CCn1nnnc1SCC(=O)NC1Cc2ccccc2C1
-6.6%	C/C(=N\NC(=S)Nc1cccc(C)c1)c1cc2ccccc2o1
-16.3%	O=S(=O)(c1cccc(C(F)(F)F)c1)N1CCN(c2cnccn2)CC1
-9.6%	Cc1nn(-c2ccccc2)c(C)c1/C=N/NC(=O)c1cc(-c2cccs2)[nH]n1
3.7%	Cc1cc(C)nc(SCC(=O)N/N=C/c2cccc([N+](=O)[O-])c2)n1
13.2%	CCCCc1nnc(NC(=O)C=C(C)C)s1
3.4%	O=C(c1cccc(F)c1)N1CCC2(CCCN(Cc3ccncc3)C2)CC1
4.1%[57.5 µM]	CCCCCOc1ccc(C(=O)NCCC(=O)NCCCC(=O)OCC)cc1
-4.6%	O=C(COCCOCC(=O)N(c1ccccn1)C1CCCCC1)N(c1ccccn1)C1CCCCC1
-4.8%[57.5 µM]	CCOc1ccccc1CN1CCN(Cc2ccon2)CC1CCO (configuration not stated)
-1.7%	Cc1ccc(C(=O)C2CCOC(C)(C)C2)cc1 (configuration not stated)
-1.3%[57.5 µM]	Cc1coc2cc3oc(=O)c(CCC(=O)O)c(C)c3cc12
-2.6%	CC1=CC(C)(C)N(C(=O)CSc2nnc(N)s2)c2ccccc21
7.8%	CSCCCNC(=S)N(C)CC(=O)Nc1ccc(C)cc1
-12.0%	COc1ccc(S(=O)(=O)N2CCCC(C(=O)Nc3ccc4c(c3)OCCO4)C2)cc1 (configuration not stated)
-6.8%	Cc1nn(CCOc2ccccc2)c(=O)n1-c1ccc(Cl)cc1
-11.2%[57.5 µM]	Cc1sc2ncn(/N=C/c3ccco3)c(=O)c2c1C
-6.3%	Cc1ccc(NC(=O)C2C3/C=C\CCCCC32)cc1 (configuration not stated)
4.7%	COc1ccc(NC(=O)N2CCCC2C(=O)NCc2ccc(F)cc2)cc1 (configuration not stated)
-6.2%[57.5 µM]	CC1CCC2(CC1)SCC(=O)N2c1ccc(F)cc1 (configuration not stated)
-0.9%	CCCCCc1ccc(-c2ccc(/C=C/C(=O)O)cc2)nc1
-2.7%	Cc1c(Cl)cccc1NC(=S)Nn1cnnc1
-1.0%	Cc1cc(C)nc(NC(=NCCc2c[nH]c3ccccc23)NC(=O)Nc2ccccc2)n1
0.1%	O=C(CSc1nc2ccc(Nc3nc(N4CCOCC4)nc(N4CCOCC4)n3)cc2s1)N1CCOCC1
2.7%	COC(=O)CNC(c1ccccc1Cl)c1cc(Br)ccc1NS(=O)(=O)c1ccc(C)cc1 (configuration not stated)
?	CC(C)[C@H](NC(=O)c1ccccc1)C(=O)OCC(=O)/C=C1/N(C)c2ccccc2C1(C)C
-7.3%	COCc1cc(C)nc(N/N=C/c2ccc(-c3cc(C(=O)O)ccc3Cl)o2)c1C#N
-8.5%	N=c1sccn1CC(=O)Nc1ccc(SC(F)F)cc1
-23.5%[57.5 µM]	C=CCN(c1ccccc1C(=O)NCC(=O)O)S(=O)(=O)c1ccc(C)cc1
-5.6%	COc1ccc(/C=N/N2C(=O)C3C4C=CC(CC4)C3C2=O)c(OC)c1 (configuration not stated)
0.7%[57.5 µM]	O=C(N/N=C/c1ccsc1)C1CC1
1.1%	CCOC(=O)NN1C(=O)c2ccccc2NC1c1ccccn1 (configuration not stated)
-6.0%	CC(C)Cn1c(N)c(C(=O)CSc2cc(Cl)ccc2Cl)c(=O)n(C)c1=O
2.3%	C=C(C)C(=O)/C=C/CCC/C=C/C(=O)OCC
-3.1%	CCN(CC(=O)Nc1c(F)cccc1F)C(=O)CCc1c[nH]c2ccccc12
-9.3%	Cc1nn(-c2ccc(Cl)cc2)c(Cl)c1/C=C(\C#N)C(N)=O
-12.6%	NC(=O)[C@@H]1CCCNc2c(I)cc([N+](=O)[O-])cc2C(=O)N[C@@H](CCC(=O)O)C(=O)N[C@@H](CO)C(=O)N1
2.6%	Cc1ccccc1C(=O)Nc1cccc(NC(=O)c2ncn[nH]2)c1
12.3%[25.7 µM]	Oc1ccc(OCc2ccccc2)cc1
-1.7%	Cn1cccc1/C=C1\Cc2ccccc2C1=O
-2.6%	CCn1cc(C(=O)N2CCc3ccccc32)c(=O)c2cc(S(=O)(=O)N(C)C3CCCCC3)ccc21
-4.8%	O=C(Cc1ccccc1)Nc1ccc(N2CCCCC2)cc1
?	O=C(c1cc([N+](=O)[O-])ccc1Cl)N1c2ccccc2Sc2ccccc21
5.6%	O=C(COC(=O)Cn1nnc2ccccc21)Nc1ccccc1Br
-0.3%	Cc1cc(NC(=O)CCCN2C(=O)/C(=C/c3cccs3)SC2=S)no1
-9.5%	Nc1ccn([C@H]2C[C@H](O)[C@@H](CO)O2)c(=O)n1
-0.6%[57.5 µM]	COc1ccc(C(CC(=O)N2CCCC2)c2c(OC)cc(OC)c3c(-c4ccccc4)cc(=O)oc23)cc1 (configuration not stated)
5.3%[57.5 µM]	Cc1ccc(SCC(=O)N2CCN(c3ccccn3)CC2)cc1
0.6%[57.5 µM]	O=C(NC12CC3CC(CC(C3)C1)C2)c1ccc(N2CCNCC2)c([N+](=O)[O-])c1
2.8%	CC1(C)CCC[C@@]2(C)C1CC[C@@](C)(O)[C@@H]2CC[C@@](C)(O)C1CO1 (some centres not stated)
-5.9%	CCN(CCO)C(=S)Nc1cc(S(=O)(=O)N(C)C)ccc1C
-13.4%	CC(/C=N/NC(=O)c1nn(C)c(C)c1Br)=C\c1ccccc1
20.1%	CC(=O)Nc1sc2c(c1C(c1ccccn1)N1CCCC1)CCCC2 (configuration not stated)

Next part; it opens with the 4 that closed the last part.
ERK EGF inh	SMILES
2.8%	CC1(C)CCC[C@@]2(C)C1CC[C@@](C)(O)[C@@H]2CC[C@@](C)(O)C1CO1 (some centres not stated)
-5.9%	CCN(CCO)C(=S)Nc1cc(S(=O)(=O)N(C)C)ccc1C
-13.4%	CC(/C=N/NC(=O)c1nn(C)c(C)c1Br)=C\c1ccccc1
20.1%	CC(=O)Nc1sc2c(c1C(c1ccccn1)N1CCCC1)CCCC2 (configuration not stated)
-5.9%[57.5 µM]	Cc1cc2c(c(=O)o1)C(CCC1CCCCC1)C(C#N)=C(N)O2 (configuration not stated)
-0.6%	Cc1nn(CCCC(=O)NCc2ccccc2)c(C)c1[N+](=O)[O-]
1.0%	Cc1cccnc1NC(=O)/C=C/c1ccc2c(c1)OCO2
0.3%	COCCn1c(SCc2csc(-c3ccccc3)n2)nc2ccccc21
-7.2%	O=C(Nc1ccc(Cl)cc1)Nc1nnc(SCc2ccc(Cl)cc2)s1
3.2%	CCOC(=O)c1sc(=S)n(-c2ccccc2)c1N(C(C)=O)C(C)=O
-0.5%	COc1cc(OC)c(C(=O)OC(C)C(=O)Nc2cc(C(F)(F)F)ccc2Cl)cc1OC (configuration not stated)
-6.1%	CCN1CCN(c2nc3c(c(=O)[nH]c(=O)n3C)n2CCCc2ccccc2)CC1
-5.0%	COc1ccc(C)cc1NC(=O)C(=O)NNC(=O)COc1ccc(Cl)cc1
?	COc1cc(C2CC(=O)c3c([nH]c(C(=O)OCCOC(C)C)c3C)C2)cc(OC)c1OC (configuration not stated)
-3.2%	O=C(C1CCCCC1)N1CCN=C1SCc1cccc([N+](=O)[O-])c1
14.0%	CCC(=O)N/N=C(\C)CC(=O)Nc1ccccc1-c1ccccc1
2.6%	CC(C)(C)c1ccc(/C=C/C(=O)N2CCN(c3ncccn3)CC2)cc1
-5.0%	Cn1c(-c2ccccc2)c[n+]2c1-c1ccccc1C2
?	O=C(CSc1nnc2ccc(-c3cccnc3)nn12)Nc1ccc(F)cc1F
1.3%	COc1cc(OC)cc(N(C(=O)C2COc3ccccc3O2)C(C(=O)NC2CCCCC2)c2ccc(O)cc2)c1 (configuration not stated)
-3.4%	CCOc1ccc(CNC(=O)CCS(=O)(=O)Cc2ccccc2C)cc1OC
-5.7%[57.5 µM]	O=C(CNC(=O)c1cccc(Cl)c1)N/N=C/c1cccnc1
-3.1%	CCN(CC(=O)NC1CCS(=O)(=O)C1)S(=O)(=O)c1ccc(C)cc1C (configuration not stated)
0.4%	Cc1c(NC(=S)NC(=O)c2ccco2)c(=O)n(-c2ccccc2)n1C
24.6%	Cc1cccc(CNc2cc(-c3cccc(C#N)c3)ncn2)c1
1.7%	COc1ccc(Cn2c(-c3ccc(Cl)cc3)c[n+]3ccccc23)cc1
-9.6%	Cc1ccc(NC(=S)NNC(=O)CSc2nc3ccccc3c(=O)n2-c2ccc(C)cc2)cc1
-2.5%	CN1CCC(=NNC(=O)C(=O)Nc2ccc(F)cc2)CC1
8.4%	Cc1ccc2nc(NC(=O)c3cc(-c4ccco4)nc4ccccc34)sc2c1
3.9%	COC(=O)c1ccc(C(=O)OC)c(NC(=O)Oc2ccccc2)c1
-4.5%	O=C(Cc1ccc(Cl)cc1Cl)NCC1(N2CCOCC2)CCCCC1
-1.7%	O=C(N1CCOCC1)n1cnc2ccccc21
-13.5%[57.5 µM]	CCCCCC(=O)C(=O)c1ccc(O)cc1O
5.9%	CCN(CC)CCCN(Cc1cc2cc3c(cc2[nH]c1=O)OCO3)C(=S)Nc1ccc(OC)cc1

As entered above.
CCOc1ccccc1CN1CCN(Cc2ccon2)CC1CCO (configuration not stated) @ ERK EGF inh = -4.8%[57.5 µM]
NC(=O)[C@@H]1CCCNc2c(I)cc([N+](=O)[O-])cc2C(=O)N[C@@H](CCC(=O)O)C(=O)N[C@@H](CO)C(=O)N1 @ ERK EGF inh = -12.6%
O=C(COCCOCC(=O)N(c1ccccn1)C1CCCCC1)N(c1ccccn1)C1CCCCC1 @ ERK EGF inh = -4.6%

Other results.
ERK EGF inh	SMILES
-3.2%	O=S(=O)(c1ccc2ccccc2c1)N1CCN(C2Cc3ccccc3C2)CC1
0.4%	Cc1c(Cl)c([N+](=O)[O-])nn1Cc1ccc(C(=O)N/N=C\c2ccccn2)o1
-3.1%	Cc1ccc(Nc2ncnc3c2cnn3C)cc1
2.3%[57.5 µM]	S=C(NCC(c1cccnc1)N1CCOCC1)NC1CCCCC1 (configuration not stated)
-3.4%	CSc1ccccc1C(=O)NCC(c1ccco1)N1CCCCC1 (configuration not stated)
-0.8%	Cc1cc(C(=O)Cn2ncc(Cl)c(Cl)c2=O)c(C)n1CC(F)(F)F
5.7%	COc1cc(C(C2=C(O)CC(C)(C)CC2=O)C2C(=O)CC(C)(C)CC2=O)cc(OC)c1OC (configuration not stated)
-10.3%[57.5 µM]	COc1ccc(Cc2nc(-c3ccc(Br)cc3)no2)cc1
2.4%	O=C(CSc1nncn1-c1ccccc1)NC1CCCc2ccccc21 (configuration not stated)
-5.7%[57.5 µM]	Cc1ccc(-c2nc(C(Cl)Cl)c3ccccc3n2)cc1
-4.7%[57.5 µM]	O=S(=O)([N-]c1nc2ccccc2nc1-[n+]1ccc(Cc2ccccc2)cc1)c1ccc(Br)s1
4.5%[57.5 µM]	O=C(NCc1ccc2c3c(cccc13)C(=O)N2)c1cccs1
9.3%	COc1cc(CNCc2ccccn2)ccc1OCC(=O)NC(C)(C)C
-12.3%[57.5 µM]	Cc1nc2ccccc2c2c1CC(C)S2 (configuration not stated)
4.1%	CCc1cccc(CC)c1NC(=O)CN1C2CCCC1CC(NC(=O)Nc1cccc(OC)c1)C2 (configuration not stated)
-2.4%	O=C(NCc1ccco1)c1cccc(C(F)(F)F)c1
-0.6%	O=C(/C=C/c1cccc([N+](=O)[O-])c1)NC1CC2CCC1C2 (configuration not stated)
9.0%	CCOC(=O)c1ccc(NC(=S)N2CCCC2c2ccc(OC)c(OC)c2)cc1 (configuration not stated)
1.7%	NC(=O)c1nn(-c2ccccc2)nc1NC(=O)CSc1nnnn1-c1ccc(Cl)cc1
4.7%	CC(c1ccco1)N(C(=O)c1ccccc1NS(=O)(=O)c1ccc(Cl)c([N+](=O)[O-])c1)c1ccccn1 (configuration not stated)
-8.8%	CC(C)c1onc(C(=O)N2C(C)CCCC2C)c1[N+](=O)[O-] (configuration not stated)
-2.0%	COCC(C)NC(=O)COc1nncc2ccccc12 (configuration not stated)
4.7%	CC1CCc2c(sc(Nc3nc4c(F)cccc4s3)c2C(N)=O)C1 (configuration not stated)
4.7%	Cc1nc2ccccc2c(=O)n1NC(=O)c1ccco1
0.7%	CC1CCN(C(=O)CN2C(=O)c3cccc4cccc(c34)C2=O)CC1
?	O=[N+]([O-])c1ccccc1-c1ccc(C(=S)N2CCCCC2)o1
-2.4%	COC(=O)[C@@]1(Cc2ccccc2)[C@H]2c3cc(C(=O)N(C)C)n(CCF)c3C[C@H]2CN1C(=O)c1ccccc1
7.8%[57.5 µM]	COc1ccc(Oc2nc(-c3ccncc3)nc3ccccc23)cc1

Some of the compounds tested; rates above refer to the full screens.
